Compound activity: PubChem, several laboratories
KOR beta-arrestin-1: KOR antagonists, beta-arrestin recruitment, cell-based, luminescence, uHTS (AID 1778); 290,000 tested, 0.091% active; inhibition, % at 10 µM, or IC50 in µM where a hit was titrated; KOR beta-arrestin recruitment, luminescence, antagonist mode; higher % means a stronger effect; in the data active = inhibition above about 50%; also: strong numbers were not always called active
KOR beta-arrestin-2: kappa opioid receptor activators – cell-based, luminescence, uHTS, primary screen (AID 1777) | KOR beta-arrestin recruitment, luminescence; higher % means a stronger effect | activation, % at 10 µM; hits with a dose series show EC50 in µM | 280,000 tested, 0.02% active; in the data active = activation above about 50%, passing the limit was not always enough; also: a part of the inactive calls stands beside numbers as strong as those of hits
GPR55 beta-arrestin: GPR55 agonists via beta-arrestin recruitment, primary screen, imaging, U2OS cells, beta-arrestin-GFP redistribution (AID 1961); U2OS GPR55 beta-arrestin-GFP redistribution imaging; higher % means a stronger effect; one-dose activation, % at 10 µM; EC50 in µM for titrated hits; 290,000 tested, 0.048% active;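 active = activation above 40% with more than 50 cells counted in the well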;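 also: U2OS osteosarcoma cells stably expressing GPR55 and beta-arrestin-GFP; plate controls were DMSO negative control for no effect and LPI positive control for full effect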
T cell modulator: T cell immune modulation candidate; 330,000 tested, 0.068% active; calls only at 7 µM; 2C CD8+ T cell-vesicle binding, flow cytometry; stronger effect = lower value;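 active = response, share of CD8 T cells binding vesicles, and their 90th percentile fluorescence all below set limits, cut at about 80% in these data, passing the limit was not always enough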
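Benchmarks: naked versus QL9-loaded vesicles / Assay system: purified 2C TCR transgenic mouse naive CD8+ T cells / Technique: high-throughput flow cytometry with anti-B7-1 and anti-CD8 staining / Timing: Cell–vesicle co-incubation 1.5 h at 37 °C, staining 20 min on ice / Read-out: percent CD8+ FL2 mean versus row control / Probe or stimulus: QL9-loaded Drosophila micro-vesicles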
GPR35 antagonists: GPR35 antagonists blocking zaprinast-driven arrestin recruitment, primary screen, imaging, U2OS, beta-arrestin-GFP, zaprinast agonist (AID 2058); 290,000 tested, 0.052% active; inhibition, % at 10 µM; hits with a dose series show IC50 in µM; U2OS GPR35 beta-arrestin-GFP translocation imaging, zaprinast antagonism; higher % means a stronger effect;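 active = inhibition of at least 50% with at least 30 cells and total cytoplasm GFP at most 10,000,000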
GPR55 LPI antagonism: GPR55 antagonists blocking LPI-driven arrestin recruitment, primary screen, imaging, U2OS, beta-arrestin-GFP, LPI agonist (AID 2013) | U2OS GPR55 beta-arrestin-GFP translocation imaging, LPI antagonism; higher % means a stronger effect | one-dose inhibition, % at 10 µM; IC50 in µM for titrated hits | 290,000 tested, 0.13% active;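 active = spots per cell inhibited over 60%, with over 100 cells counted and total cytoplasm intensity under 500,000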;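 also: U2OS cells stably carrying GPR55 and arrestin-GFP stimulated by 5 µM LPI near EC80; imaged beta-arrestin-GFP aggregate spots per cell after agonist stimulation; plate controls were LPI-stimulated DMSO wells for no effect and DMSO wells without LPI for full effect; some results filed as inactive read as strong as hits; confirmed hits need IC50 under 10 µM and bright autofluorescent wells are also inconclusive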
PhoP inhibition: inhibitors of PhoP regulon expression, primary screen, Salmonella Typhimurium, GFP reporter (AID 1863); 300,000 tested, 0.16% active; S. Typhimurium PhoP-regulated promoter GFP reporter, 4 h; higher % means a stronger effect; inhibition, % at 50 µM; hits with a dose series show IC50 in µM;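 active = inhibition over 29.93%, a cutoff 3 SD above the screen mean, later confirmed by dose response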;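 also: 0% = low Mg2+ inducing control and 100% = high Mg2+ repressing control; strong numbers were not always called active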
West Nile virus CPE: inhibition of WNV-induced cytopathic effect – cell-based, CPE readout (AID 1621); West Nile virus-infected cells, CPE inhibition; higher % means a stronger effect; CPE inhibition, % at 10 µM, or IC50 in µM where a hit was titrated; 290,000 tested, 0.02% active; in the data active = a potency from the dose series; also: strong numbers were not always called active
NTR1 ag: NTR1-driven beta-arrestin-GFP spot formation – imaging, U2OS cells, high content, primary screen (AID 493036). P30989. agonist mode. activation, % at 20 µM. 330,000 tested, 0.17% active;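 active = activation at or above 40% of the spot to cytoplasm intensity ratio, with at least 20 cells analyzed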;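 also: 0% = DMSO without peptide and 100% = 100 nM NTR1 peptide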
Target sequence (P30989 whole entry, looked up): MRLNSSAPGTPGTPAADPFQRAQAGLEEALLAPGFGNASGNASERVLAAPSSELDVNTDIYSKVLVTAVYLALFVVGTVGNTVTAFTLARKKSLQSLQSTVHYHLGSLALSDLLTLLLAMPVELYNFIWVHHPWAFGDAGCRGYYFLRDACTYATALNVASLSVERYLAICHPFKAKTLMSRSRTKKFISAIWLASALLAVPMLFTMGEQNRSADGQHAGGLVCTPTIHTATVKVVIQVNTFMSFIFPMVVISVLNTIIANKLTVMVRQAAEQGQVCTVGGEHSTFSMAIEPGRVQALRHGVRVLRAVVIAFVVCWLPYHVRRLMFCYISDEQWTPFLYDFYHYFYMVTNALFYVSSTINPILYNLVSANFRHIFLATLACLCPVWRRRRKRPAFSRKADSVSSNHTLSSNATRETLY
T cell modulator vesicle-bound %: second read-out of T cell modulator, no call of its own (marks repeat the call); double positive events, %; measured here: CD8+ vesicle-bound cell fraction;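 binding gate set so that unloaded-vesicle control wells show 10% double positive cells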
NTR1 ag cell count 20 µM: second read-out of NTR1 ag, no call of its own (marks repeat the call); cell count; measured here: cell count, cytotoxicity flag
Starred values were filed as active, the others as inactive; i = inactive; / = no result given; & = joins results of further samples; [ ] = another dose, or the depositor's remark.

SMILES	KOR beta-arrestin-1	KOR beta-arrestin-2	GPR55 beta-arrestin	T cell modulator	T cell modulator vesicle-bound %	GPR35 antagonists	GPR55 LPI antagonism	PhoP inhibition	West Nile virus CPE	NTR1 ag	NTR1 ag cell count 20 µM
CNS(=O)(=O)c1ccc(N2CCCC2)c([N+](=O)[O-])c1	-13%	-3.7%	-0.2%	i	42	-13%	7%	-4%	0.3%	0.5	53
CCOc1ccc(NS(=O)(=O)c2ccc(NS(=O)(=O)c3ccc(SC)cc3)cc2)cc1	-9%	0.3%	-0.2%	i	41	-8%	-2%	-4%	0.0%	3.2	79
Fc1ccc(CNCc2ccc(Br)cc2)cc1	-14%	-0.3%	-0.1%	i	30	-3%	5%	2%	-1.3%	0.3	55
COc1cc(NC(=O)c2ccccc2Cl)c2ncccc2c1	7%	-2.0%	-0.2%	i	44	1%	-6%	1%	1.4%	1.9	65
COc1cc(OC)c(S(=O)(=O)Nc2ccc(C(=O)O)cc2)cc1S(=O)(=O)Nc1ccc(C(=O)O)cc1	0%	-3.5%	-0.2%	i	42	-4%	35%	-1%	0.0%	-1.8	43
CC(C)Oc1cccc(C(=O)NC2=NCCS2)c1	6%	-3.1%	0.5%	i	40	1%	-11%	-6%	-0.3%	1.8	57
O=C(NCc1cccc(Cl)c1)c1cccc(C(F)(F)F)c1	-25%	0.3%	-0.2%	i	6	5%	14%	-3%	-0.2%	-0.9	50
Cn1c(=O)oc2cc(S(=O)(=O)N3CCN(Cc4ccc5c(c4)OCO5)CC3)ccc21	-5%	9.8%	-0.1%	i	21	-11%	4%	0%	-1.0%	-2.1	91
Cc1ccc(NC(=O)CSc2nnc(CNC(=O)c3ccccc3F)o2)cc1	-13%	9.6%	0.1%	i	44	-7%	0%	-2%	0.0%	-0.4	89
O=C1CCCN1c1ccc(S(=O)(=O)NCc2ccco2)cc1	-4%	0.7%	-0.5%	i	24	9%	-15%	0%	1.2%	-0.3	47

For convenience, 4 of the compounds above:
SMILES	KOR beta-arrestin-1	KOR beta-arrestin-2	GPR55 beta-arrestin	T cell modulator	T cell modulator vesicle-bound %	GPR35 antagonists	GPR55 LPI antagonism	PhoP inhibition	West Nile virus CPE	NTR1 ag	NTR1 ag cell count 20 µM
COc1cc(OC)c(S(=O)(=O)Nc2ccc(C(=O)O)cc2)cc1S(=O)(=O)Nc1ccc(C(=O)O)cc1	0%	-3.5%	-0.2%	i	42	-4%	35%	-1%	0.0%	-1.8	43
CC(C)Oc1cccc(C(=O)NC2=NCCS2)c1	6%	-3.1%	0.5%	i	40	1%	-11%	-6%	-0.3%	1.8	57
O=C(NCc1cccc(Cl)c1)c1cccc(C(F)(F)F)c1	-25%	0.3%	-0.2%	i	6	5%	14%	-3%	-0.2%	-0.9	50
Cn1c(=O)oc2cc(S(=O)(=O)N3CCN(Cc4ccc5c(c4)OCO5)CC3)ccc21	-5%	9.8%	-0.1%	i	21	-11%	4%	0%	-1.0%	-2.1	91

The listing continues:
SMILES	KOR beta-arrestin-1	KOR beta-arrestin-2	GPR55 beta-arrestin	T cell modulator	T cell modulator vesicle-bound %	GPR35 antagonists	GPR55 LPI antagonism	PhoP inhibition	West Nile virus CPE	NTR1 ag	NTR1 ag cell count 20 µM
Cc1ccc(C(=O)Nc2ccccc2C(=O)N2CCCC2)cc1[N+](=O)[O-]	15%	-2.9%	0.2%	i	57	-7%	1%	3%	-0.5%	-1.9	57
CC(C)(C)c1ccccc1NC(=O)Cn1c(=O)cnc2ccccc21	-10%	-2.7%	-0.1%	i	51	9%	-7%	-2%	-0.7%	2.3	77
Cc1noc(NS(=O)(=O)c2ccc(N/C=C/C(=O)c3ccncc3)cc2)c1C	18%	1.9%	-0.1%	i	55	7%	6%	0%	/	1.9	93
Cc1ccc(C(=O)O)cc1-c1ccc(/C=C2/NC(=O)N(c3ccccc3)C2=O)o1	7%	-4.7%	0.2%	i	44	13%	-10%	2%	0.6%	4.5	74
Cc1ccc(CNC(=O)C2CCN(S(=O)(=O)N3CC(C)CC(C)C3)CC2)cc1 (stereo unspecified)	-18%	7.0%	-0.1%	i	5	13%	10%	-6%	0.4%	-0.7	71
Cc1cc(NC(=O)C(C)SCC(=O)OCc2c(Cl)cccc2Cl)no1 (stereo unspecified)	-13%	9.9%	-0.1%	i	33	-8%	-3%	10%	-0.6%	0.3	60
S=C(N/N=C/c1cccc2ccccc12)Nc1cccc(Cl)c1	12%	1.3%	-0.1%	i	12	4%	8%	2%	-0.7%	4.2	48
COc1cc2c(O)c3c(c(-c4ccc5c(c4)OCO5)c2cc1OC)C(=O)OC3	-21%	18%	-0.1%	i	13	-6%	38%	20%	12%	7.8	37
Cc1ccc(N2CC(C(=O)NCc3nnnn3-c3ccc(C)c(C)c3)CC2=O)cc1 (stereo unspecified)	-10%	-0.6%	-0.1%	i	36	-6%	12%	-4%	0.5%	1.0	54
CCCCNC(=O)N(O)C1N(/N=C/c2ccc(N(C)C)cc2)C(=S)SC1(C)C (stereo unspecified)	24%	4.0%	-0.1%	i	24	4%	3%	-2%	-1.1%	1.9	87
O=C(Nc1ccccc1C(=O)O)c1cccc(NC(=O)c2ccccc2Cl)c1	-40%[20 µM]	1.3%	-0.2%	i	56	4%	7%	4%	0.1%	-1.4	63
O=[N+]([O-])c1ccc(N2CCCCC2)c(Cl)c1N1CCCCC1	-3%	0.7%	-0.1%	/	/	12%	15%	3%	-0.4%	8.6	57
COc1ccc(-c2csc(NC(=S)NC(=O)c3cccs3)n2)cc1OC	-13%	3.2%	-0.3%	/	/	-7%	14%	-13%	0.2%	12	88
CCn1c(SCC(=O)N2CCCc3ccccc32)nnc1-c1ccoc1C	-26%	-4.1%	-0.3%	i	18	-3%	13%	-5%	-0.2%	-4.2	90
O=C(Nc1ccc(NC(=O)c2cccs2)cc1Cl)c1ccco1	9%	-3.1%	1.0%	i	56	-4%	5%	-3%	0.5%	0.1	45
CCCC(=O)N1CCN(c2ccc(NC(=O)c3ccc4c(c3)OCCO4)cc2)CC1	-4%	2.5%	0.6%	i	44	-3%	-14%	4%	0.1%	-0.1	50
COc1cc(OC)c(OC)cc1CN1CCCC(C(=O)N2CCCCC2)C1 (stereo unspecified)	-5%	1.0%	-0.1%	i	26	-1%	4%	9%	-0.5%	1.3	82
CC1(OC(=O)C2CCCC2)C(=O)C=C2C=C3CCCN3C=C2C1=O (stereo unspecified)	/	/	/	i	32	/	/	1%	-0.1%	-2.3	59
O=C(c1ccccc1)N(Cc1ccccc1)Cc1ccccc1	-31%[20 µM]	-3.9%	0.4%	i	26	-7%	12%	4%	-1.2%	1.4	69
O=C(NC1CCN(Cc2ccccc2)CC1)c1ccc(Cn2c(=S)[nH]c3ccc(N4CCOCC4)cc3c2=O)cc1	19%	7.2%	0.1%	i	7	6%	2%	-8%	-1.4%	4.9	52
Cc1cc(Br)c(NC(=O)CN(C)CCOc2ccccc2)c(Br)c1	26%	-4.0%	-0.3%	i	21	9%	-8%	-4%	-1.2%	2.3	25
CCCOc1ccccc1NC(=O)c1ccc(N)cc1	-10%	1.5%	0.2%	i	30	-15%	4%	-1%	-0.7%	0.0	89
CCOC(=O)Cn1c(-c2ccc(OC)cc2)c(-c2ccc(OC)cc2)nnc1=O	0%	-3.4%	-0.2%	i	59	-8%	-6%	-5%	0.2%	1.2	67
NC(=O)NC1NC(=O)NC1=O (stereo unspecified)	-13%	3.8%	-0.3%	i	38	5%	14%	-2%	-0.3%	6.4	102
Cc1ccc(C(C)C)cc1OCCn1cncn1	-12%	-4.1%	0.4%	i	62	-12%	1%	5%	-0.6%	1.8	56
O=C(c1ccccc1S(=O)(=O)NCc1ccccc1)N1CCCC1	-36%	3.5%	-0.1%	i	36	10%	13%	72%	-0.8%	2.6	59
C=CCc1ccccc1OCC(O)CN1CCN(Cc2ccc3c(c2)OCO3)CC1 (stereo unspecified)	14%&13%	-1.6%&0.1%	-0.2%&-0.2%	i	30&61	-20%&-3%	14%&7%	2%&6%	-1.1%&-1.1%	-0.8&-0.9	64&173
COc1ccc(OC)c(NC(=O)c2sc3nc(Cc4ccccc4)cc(C(F)(F)F)c3c2N)c1	-6%	3.3%	1.6%	i	15	6%	5%	-19%	1.3%	3.9	68
CCN1CCN(S(=O)(=O)c2cccc(S(=O)(=O)N3CCOCC3)c2)CC1	19%[20 µM]	-1.4%	0.4%	i	51	-9%	-20%	/	0.6%	0.9	57
Cc1ccc(CN2C(=O)CCC2C(=O)NC2CCCC2)cc1 (stereo unspecified)	12%	-1.3%	0.3%	i	27	7%	-1%	-4%	0.3%	-0.5	41
Cc1ccc(-n2c(CNc3ccc(F)cc3)nnc2SCC(=O)O)cc1	-37%	3.2%	0.2%	i	51	-5%	10%	-5%	0.0%	0.2	26
O=C(O)CCCC(=O)Nc1ccc2c(c1)oc1ccccc12	-44%[20 µM]	-1.7%	-0.1%	i	58	3%	-2%	-6%	0.4%	0.7	66

The order is random; 0.62% or so of the library scored in one or more.
